GSIS activator: GLuc luminescence reporter in INS-1E cells, primary screen for activators of glucose-dependent secretion of insulin | activation, % at 16.6 µM | INS-1E GLuc reporter insulin secretion, 2-3 h | 0.61% of 370,000 active;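 active = lowest replicate activation of at least 40%, so every replicate reaches that level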;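 note: 0% = median of neutral control wells and 100% = median of IBMX positive control wells; some compounds called inactive have numbers as strong as hits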
E-sel inducer: induces E-selectin expression in human endothelial cells; activation, % at 7.58 µM; P16581; HUVEC E-selectin immunofluorescence imaging; normalized: neutral wells 0, TNF-alpha wells 100; AID 686992; 0.37% of 260,000 active;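 active = mean E-selectin-positive cell signal at least 10% of the positive control, reached in at least 60% of replicates, without over 20% cell loss; inconclusive = no rule given, readout overlaps actives, possibly toxicity-flagged; inactive = the rest, including those meeting only one limit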;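 note: in these data hits start at about 27%; measured in HUVEC primary endothelial cells; signal is the percent of cells scored E-selectin positive by PE staining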
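Test system: HUVEC | Signal: Immunofluorescence imaging | Read-out: Percent E-selectin-positive cells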
F508del corr: CFTR F508del correction in bronchial cells; CFBE cells, YFP halide quenching; stimulated with forskolin plus potentiator P3; % fluorescence drop versus neutral controls; activity (quench increase), % at 7.58 µM; 0.36% of 350,000 active; AID 720511;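 active = mean added fluorescence quench of at least 8% versus neutral control, with both replicates also reaching 8%; inconclusive = only one of the mean or replicate conditions met; inactive = mean below 8% and not both replicates reaching 8%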;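 note: cells transiently co-express mutant CFTR-F508del with the halide-sensitive YFP; corrector assay measuring rescue of mutant channel to the surface after 24 h compound exposure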
XiGFP reactiv: X-chromosome reactivation activator; XiGFP mouse fibroblasts, % GFP-positive cells imaging, 3 d; cells co-treated with 5-aza-dC sensitizer; scaled so ellipticine positive control = 100%; activation, % at 7.58 µM; 0.055% of 360,000 active; AID 743238;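 active = mean normalized replicate activation at least 10% and every replicate at or above 10%; inconclusive = only one of the two criteria met; inactive = mean below 10% and not all replicates reach 10%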;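 note: 0% = median of on-plate neutral control wells and 100% = ellipticine 6 µM median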
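System: 68-5-11 XiGFP fibroblast line; Timing: 3 days compound exposure; Compound dosing: one concentration, pinned; Benchmarks: positive control ellipticine, 6 µM final; Buffer or medium: DMEM containing 5-aza-dC.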
Casp6 inh: caspase-6 (human) enzyme inhibition. purified caspase-6, Z-VEID-R110 cleavage fluorescence. inhibition, % at 12.5 µM. P55212. 0.53% of 350,000 active. AID 686996;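 active = mean inhibition across replicates at least about 35%, with every replicate also reaching that limit, limit read from the data; inconclusive = only one of the two criteria met; inactive = neither criterion met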;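 note: 0% = median of neutral control wells and 100% = no fluorescence left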
Target sequence (P55212 24-179 limits assumed): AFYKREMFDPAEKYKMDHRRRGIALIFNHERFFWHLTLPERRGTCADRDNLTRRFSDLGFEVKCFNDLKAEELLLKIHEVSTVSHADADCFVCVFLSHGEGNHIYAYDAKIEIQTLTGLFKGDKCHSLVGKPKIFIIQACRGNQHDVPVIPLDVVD
Target sequence (P55212 194-293 limits assumed): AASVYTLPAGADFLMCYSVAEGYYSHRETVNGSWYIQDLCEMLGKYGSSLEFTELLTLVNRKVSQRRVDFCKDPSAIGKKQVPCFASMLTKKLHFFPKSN
DENV2 CPE: inhibitors of DENV2 cytopathic effect | 1.7% of 350,000 active | CPE inhibition, % at 9.99 µM | DENV2-infected cells, cytopathic effect rescue, plate reader | AID 651640; in the data active = CPE inhibition above about 20%, passing the limit was not always enough; inconclusive = no clear call, values can overlap the other calls; tested in BHK-21 cells;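 note: 0% = median of neutral control wells and 100% = median of positive control wells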
RAD52 anneal inh: RAD52 (human) annealing inhibition; P43351; recombinant RAD52 DNA annealing, FRET fluorescence; inhibition, % at 18.7 µM; 0.46% of 360,000 active;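 active = every replicate showing at least 50% inhibition; inconclusive = mean inhibition at least 50% but not in every replicate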
Target sequence (P43351 whole entry, looked up): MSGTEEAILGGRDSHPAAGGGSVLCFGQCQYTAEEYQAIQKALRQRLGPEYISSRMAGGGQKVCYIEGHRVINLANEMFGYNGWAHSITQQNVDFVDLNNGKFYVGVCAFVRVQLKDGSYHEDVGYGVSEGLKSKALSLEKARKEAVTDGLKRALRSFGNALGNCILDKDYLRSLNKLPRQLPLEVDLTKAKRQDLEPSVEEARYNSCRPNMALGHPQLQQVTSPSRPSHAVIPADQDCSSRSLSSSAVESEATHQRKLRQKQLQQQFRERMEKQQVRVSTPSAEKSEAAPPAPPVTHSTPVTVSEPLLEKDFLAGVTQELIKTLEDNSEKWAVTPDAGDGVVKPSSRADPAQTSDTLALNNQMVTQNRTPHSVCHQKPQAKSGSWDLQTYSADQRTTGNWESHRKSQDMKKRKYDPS
RAD54 branch: inhibitors of human RAD54 branch migration. RAD54 Holliday junction branch migration, FAM/BHQ fluorescence. inhibition, % at 10.4 µM. 0.14% of 360,000 active. AID 602329;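 active = mean normalized replicate activity at least 40 and at least half of replicates scoring 40 or more; inconclusive = only one of the two criteria met; inactive = mean below 40 and under half of replicates reaching 40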;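 note: 0% = median of neutral control wells and 100% = median of positive control wells; inhibitors cause a drop in the FAM fluorescence signal; in these data hits start at about 50%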
Starred values were filed as active, the others as inactive; ? = inconclusive; . = no result given.

SMILES | GSIS activator | E-sel inducer | F508del corr | XiGFP reactiv | Casp6 inh | DENV2 CPE | RAD52 anneal inh | RAD54 branch
COc1ccc2cc(/C(C)=N/NC(=O)c3cc(C)oc3C)ccc2c1 | . | . | . | 0.0 | 0 | -4 | 0 | -1
NC(Cc1ccc(F)cc1)c1csc(Nc2ccc(C(=O)NCCCO)cn2)n1 (stereo not drawn) | 4 | 0.0 | -3.9 | -0.1 | 0 | 19 | 14 | 10
CCc1c(C)nc(N2CCN(c3cccc(OC)c3)CC2)[nH]c1=O | 2 | 0.4 | -1.2 | 0.0 | -3 | 10 | 7 | -9
O=C(Nc1cc([N+](=O)[O-])ccc1O)c1cccc(C(=O)Nc2cc([N+](=O)[O-])ccc2O)c1 | 3 | . | 2.0 | 5.2 | 5 | -1 | -13 | -5
Cc1cc(C)cc(OCc2nc(-c3cccnc3)no2)c1 | -1 | . | 3.6 | 0.1 | -4 | -2 | -10 | .
CNC(=O)N1c2ccccc2CCc2ccccc21 | 51 | . | -0.8 | 0.1 | -2 | 8 | 7 | 10
CCCCn1c(N)c(N(CC(C)C)C(=O)c2ccc3c(c2)NC(=O)C(C)S3)c(=O)[nH]c1=O (stereo not drawn) | 14 | . | 1.4 | 0.3 | 4 | -5 | -4 | 9
COc1ccccc1C(=O)NC(CCSC)C(=O)NCC(c1cccs1)N(C)C (stereo not drawn) | -3 | 0.6 | -1.0 | 0.3 | -4 | 0 | -16 | .
O=C(CN1C(=O)NC(c2ccccc2)(c2ccccc2)C1=O)NCc1cccs1 | -44 | . | 2.0 | 0.1 | 1 | ? | -13 | -5
O=C(c1ccc(NC2=NC3CS(=O)(=O)CC3S2)cc1)N1CCN(c2ccccc2F)CC1 (stereo not drawn) | 8 | 0.1 | 0.3 | 0.0 | 0 | 0 | -17 | -8
Cc1cc(F)ccc1S(=O)(=O)Nc1ncnc2scc(-c3ccc(F)cc3)c12 | -13 | . | -1.2 | 0.0 | 2 | 47* | -218 | .
C[C@H](CO)N1C[C@H](C)[C@H](CN(C)Cc2cccc(F)c2)Oc2cc(-c3ccccc3)ccc2S1(=O)=O | -16 | 0.0 | 0.3 | -1.3 | -2 | 16 | 9 | -22
COc1ccccc1[C@@H]1C(c2cccc(Cl)c2)=NN(c2ccc(Br)cc2)[C@H]1C(=O)N1CCOC1=O | . | 0.1 | 3.7 | 0.0 | 0 | 4 | -5 | 8
CCCCSc1nc2c(c(=O)n1CC)SC(C)C2 (stereo not drawn) | . | . | -0.5 | 0.0 | -3 | -12 | -4 | -2
Cc1cc(/C=N/N2CCN(C)CC2)c(C)n1-c1ccc(Cl)cc1 | 4 | . | 0.3 | -0.1 | -25 | 8 | 18 | 10
Cc1ccc(CN2CCC(C(=O)Nc3ccc(Oc4cccnc4)cc3)CC2)cc1 | -6 | . | -0.2 | 0.2 | -5 | -2 | -26 | 11
CCCNC(=O)Nc1ccc2c(c1)C(=O)N(C)C[C@@H](OC)[C@@H](C)CN(CC1CCCC1)[C@H](C)CO2 | -5 | -0.3 | 0.0 | 0.2 | . | . | . | .
C[C@@H]1CN([C@@H](C)CO)C(=O)c2c(c3ccccc3n2C)-c2ccccc2CO[C@@H]1CN(C)Cc1ccc(F)cc1 | -25 | -0.1 | 2.6 | 0.5 | 2 | 0 | 10 | .
CC1CC(C)CN(C(=O)CSc2nnc(-c3ccc(Cl)s3)o2)C1 (stereo not drawn) | -21 | -0.1 | 0.1 | 0.3 | 4 | 10 | 2 | -15
COc1ccc(NC(=O)Nc2cccc3c2O[C@H](CN(C)S(=O)(=O)c2ccc(Cl)cc2)[C@@H](C)CN([C@H](C)CO)C3=O)cc1 | -14 | 0.1 | -0.5 | 0.0 | 1 | -5 | 4 | 9
C/C=C/c1ccc([C@H]2[C@@H](CO)N3C(=O)CN(C(=O)Nc4ccc(F)cc4)C[C@H]23)cc1 | -18 | 0.0 | -2.2 | 0.1 | 4 | 6 | 0 | .
Cc1c(NS(=O)(=O)c2ccc(N3CCN(C)CC3)c([N+](=O)[O-])c2)c(=O)n(-c2ccccc2)n1C | 1 | . | 1.5 | 0.0 | -2 | 0 | 13 | .
O=C1N(Cc2ccccc2)CC2(Br)COCOC12O (stereo not drawn) | 7 | -0.1 | -1.8 | 0.1 | -1 | -4 | -8 | -5
CCCNC(=O)N(C)C[C@@H]1Oc2cc(C#CC3CC3)ccc2S(=O)(=O)N([C@H](C)CO)C[C@H]1C | -7 | -0.1 | 0.1 | 1.3 | -2 | ? | 1 | 2
Cc1nc(NC(=O)CSc2nccn2C)sc1C(=O)N(C)C | 13 | 0.3 | -5.6 | 0.1 | -2 | -4 | -10 | 5

5 records drawn at random from the list so far, as already listed:
SMILES | GSIS activator | E-sel inducer | F508del corr | XiGFP reactiv | Casp6 inh | DENV2 CPE | RAD52 anneal inh | RAD54 branch
C[C@@H]1CN([C@@H](C)CO)C(=O)c2c(c3ccccc3n2C)-c2ccccc2CO[C@@H]1CN(C)Cc1ccc(F)cc1 | -25 | -0.1 | 2.6 | 0.5 | 2 | 0 | 10 | .
CNC(=O)N1c2ccccc2CCc2ccccc21 | 51 | . | -0.8 | 0.1 | -2 | 8 | 7 | 10
O=C(Nc1cc([N+](=O)[O-])ccc1O)c1cccc(C(=O)Nc2cc([N+](=O)[O-])ccc2O)c1 | 3 | . | 2.0 | 5.2 | 5 | -1 | -13 | -5
COc1ccccc1[C@@H]1C(c2cccc(Cl)c2)=NN(c2ccc(Br)cc2)[C@H]1C(=O)N1CCOC1=O | . | 0.1 | 3.7 | 0.0 | 0 | 4 | -5 | 8
Cc1cc(F)ccc1S(=O)(=O)Nc1ncnc2scc(-c3ccc(F)cc3)c12 | -13 | . | -1.2 | 0.0 | 2 | 47* | -218 | .

Next section:
SMILES | GSIS activator | E-sel inducer | F508del corr | XiGFP reactiv | Casp6 inh | DENV2 CPE | RAD52 anneal inh | RAD54 branch
CCCCOc1ccc(C(=O)N2CCN(c3ncccn3)CC2)cc1 | -9 | . | 3.4 | -0.1 | -4 | -5 | -6 | -3
Cn1cc(Br)c(-c2cccc(N3C(=O)CCCC3=O)c2)n1 | 4 | -0.1 | 2.1 | 0.0 | -1 | 9 | -6 | .
NC(=O)c1ccc(-n2nnnc2SCC(=O)NC2CCCCC2)cc1 | -2 | 0.8 | -0.5 | 0.0 | -1 | 7 | -12 | -8
Cc1csc(NC(=O)Cc2ccccc2[N+](=O)[O-])n1 | . | 1.2 | . | 0.3 | 2 | -1 | 6 | .
Cc1cc(S(=O)(=O)N2CCOCC2)ccc1OCC(=O)N1CCCC1 | -4 | 0.1 | -1.2 | 0.2 | -1 | -4 | -24 | 17
COc1ccc(S(=O)(=O)N2CCc3ccccc32)cc1C(=O)NCC(c1ccco1)N1CCCC1 (stereo not drawn) | . | 3.3 | -0.8 | 0.0 | -1 | 5 | -21 | 3
Cc1ccc(NC(=O)CSc2ncc3ccccn23)cc1C | -1 | . | -5.7 | 0.2 | -4 | -6 | -28 | .
O=C(Nc1ccc(N2CCOCC2)cc1)c1csc([C@@H]2C[C@H](O)[C@@H](CO)O2)n1 | -1 | 7.6 | -2.5 | 0.1 | 4 | 7 | 1 | -3
CC(CC(=O)Nc1cccc(S(=O)(=O)N2CCCCC2)c1)c1ccccc1 (stereo not drawn) | -14 | 3.0 | 1.6 | 0.2 | -1 | 1 | -20 | .
Cc1cccc(NC(=O)C2Cc3ccccc3O/C2=N\O)c1 (stereo not drawn) | -4 | . | -0.6 | -0.1 | 0 | -4 | -11 | -9
COc1c(Br)cc([N+](=O)[O-])c(OC)c1C(=O)NC(=O)Nc1c(Cl)cccc1Cl | -29 | . | 1.3 | 0.0 | 0 | 7 | -4 | -15
O=S1(=O)CC(N2CCC(Cc3ccccc3)CC2)CN1Cc1ccccc1 (stereo not drawn) | -40 | 4.8 | 2.6 | 0.0 | -5 | 9 | -19 | 3
CC(=O)Nc1ccc(N(C(=O)CNC(=O)c2ccco2)C(C(=O)NCc2ccco2)c2ccccc2F)cc1 (stereo not drawn) | -1 | -0.4 | . | 0.0 | 3 | 3 | -7 | .
O=c1ccn([C@@H]2O[C@H](CNCc3cccc4c3sc3ccccc34)[C@@H](O)[C@H]2O)c(=O)[nH]1 | . | 0.0 | 2.5 | 0.1 | 3 | -8 | 62* | 8
N=C(N)c1ccc(/C=C/c2ccc(C(=N)N)cc2O)cc1 | -6 | 0.3 | 5.6 | 0.0 | -50 | -6 | 97* | .
Cc1cc(C)c2sc(NC(=O)CN3C(=O)CCC3=O)nc2c1 | -5 | -0.1 | -1.5 | -0.1 | 0 | 0 | 4 | .
O=S(=O)(Cc1ccccc1)N1CCCCN2[C@H](CO)[C@@H](c3ccc(-c4ccccc4)cc3)[C@H]2C1 | -25 | -0.3 | -1.8 | 0.0 | 4 | -5 | -15 | 3
CN(Cc1ccccc1)S(=O)(=O)c1ccc(NC(=O)C2CCCCC2C(=O)O)cc1 (stereo not drawn) | . | . | -0.9 | -0.1 | 0 | ? | -10 | -6
CC(C)c1cn(CC[C@@H]2CC[C@H](NS(=O)(=O)c3ccc(Cl)cc3)[C@@H](CO)O2)nn1 | -7 | 0.7 | -2.2 | 1.6 | 0 | -1 | 0 | -2
CCOC(=O)C1CCCN(c2c(NCCN(CC)c3ccccc3)c(=O)c2=O)C1 (stereo not drawn) | . | 3.3 | -1.3 | 0.0 | 0 | 4 | 3 | 5
Cc1ccc(Nc2ncccc2C(=O)O)cc1C | . | 0.0 | -1.8 | 0.0 | 0 | 0 | -10 | 6
CC1CC(C)CN(S(=O)(=O)c2ccc(C(=O)N3CCOCC3)cc2)C1 (stereo not drawn) | 21 | -1.7 | -0.1 | 0.0 | -1 | 4 | -15 | -12
C[C@H](CO)N1C[C@H](C)[C@@H](CN(C)S(=O)(=O)c2ccc(F)cc2)Oc2c(NC(=O)Nc3ccc(F)cc3)cccc2C1=O | 4 | 0.4 | -0.2 | -0.1 | . | -8 | 6 | 0
COc1cc(C(=O)NCC(c2ccco2)N2CCCC2)ccc1OCc1ccccc1 (stereo not drawn) | 0 | . | -4.5 | 0.0 | -1 | -3 | -131 | -6
CN(C[C@H]1N[C@@H](CO)[C@@H]1c1ccccc1)C(=O)c1ccccn1 | 10 | -0.4 | -4.5 | 0.1 | -4 | 11 | -10 | -4
C=CCC[C@H](Cc1ccc(F)cc1)C(=O)OC[C@@H]1CCCN1C(=O)[C@@H](CC=C)CC(=O)NCCO | -11 | 0.5 | -4.5 | 0.0 | 0 | -16 | -6 | 3

Individual results from the list:
Entry for N=C(N)c1ccc(/C=C/c2ccc(C(=N)N)cc2O)cc1 in XiGFP reactiv: 0.0
Entry for NC(Cc1ccc(F)cc1)c1csc(Nc2ccc(C(=O)NCCCO)cn2)n1 (stereo not drawn) in E-sel inducer: 0.0

Exported with two lines to a compound: entries from further up
Below each SMILES: GSIS activator, E-sel inducer, F508del corr, XiGFP reactiv, Casp6 inh, DENV2 CPE, RAD52 anneal inh, RAD54 branch
CN(Cc1ccccc1)S(=O)(=O)c1ccc(NC(=O)C2CCCCC2C(=O)O)cc1 (stereo not drawn)
  ., ., -0.9, -0.1, 0, ?, -10, -6
NC(=O)c1ccc(-n2nnnc2SCC(=O)NC2CCCCC2)cc1
  -2, 0.8, -0.5, 0.0, -1, 7, -12, -8

Screening results (PubChem)
